Bioassay records: PubChem, National Center for Advancing Translational Sciences (NCATS)
Gal4-VP16 FLuc: Gal4-VP16 reporter inhibition counter-screen | Potency, µM (titrated, usually from 53.6 µM), for inactives: at the top dose activity, negative = inhibition, actives largely listed as inhibitors | Drosophila S2 Gal4-VP16 UAS-luciferase, luminescence, 20 h | 310,000 tested, 3.5% active;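 note: Gal4-VP16 expression switched on by copper sulfate through the metallothionein promoter; nearly all actives have a fitted effect of over 50% in size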
RORgamma inh: inhibitors of mouse ROR gamma transcriptional activity. Potency, µM (doses to about 53.6 µM), for inactives: at the highest dose activity change, negative = inhibition, most hits filed as inhibitors. AID 2551. Drosophila S2 Gal4-RORgamma UAS-luciferase reporter, 20 h. 310,000 tested, 5.4% active. P51450; note: nearly all actives have a fitted effect of over 60% in size
Target sequence (P51450 whole entry, looked up, the tested form may be a part): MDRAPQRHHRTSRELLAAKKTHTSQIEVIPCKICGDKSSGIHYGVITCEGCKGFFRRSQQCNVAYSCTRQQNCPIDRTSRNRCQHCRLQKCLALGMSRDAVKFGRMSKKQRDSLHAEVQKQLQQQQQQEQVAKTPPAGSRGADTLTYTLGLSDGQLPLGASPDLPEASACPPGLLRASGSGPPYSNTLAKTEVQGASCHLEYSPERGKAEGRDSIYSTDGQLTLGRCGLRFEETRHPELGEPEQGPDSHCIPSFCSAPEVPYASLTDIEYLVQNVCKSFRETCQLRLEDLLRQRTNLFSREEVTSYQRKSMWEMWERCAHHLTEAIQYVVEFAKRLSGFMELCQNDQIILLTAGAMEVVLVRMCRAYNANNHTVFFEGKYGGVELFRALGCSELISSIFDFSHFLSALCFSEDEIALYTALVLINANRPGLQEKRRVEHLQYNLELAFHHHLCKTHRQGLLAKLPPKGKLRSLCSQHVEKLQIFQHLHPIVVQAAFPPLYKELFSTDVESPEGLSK
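Read-out: Photinus luciferase luminescence; inhibitors lower reporter signal. Insect Schneider cells with Gal4-ROR gamma fusion under metallothionein promoter, UAS reporter; 700 uM final copper sulfate induction, 20 hr, ambient temperature.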
Numbers without * were called inactive; ? = inconclusive; & = joins results of further samples; [ ] = dose if it differs, or a comment. Calls come from the whole dose curve; as a rule, active = well fitted curve in the direction sought with a large enough effect; inconclusive = small, poorly fitted or top-dose-only effect, or another doubt; inactive = no such curve, though single readings can be large; an effect the other way counts as inactive or inconclusive. % is set by controls: 0 for no effect and ±100 for the full control effect; potency is the fitted concentration of half-maximal effect. Only part of the results is shown; count on the stated rates, not on these rows.

SMILES	Gal4-VP16 FLuc	RORgamma inh
COCCn1c(=O)c(-c2cn(C)c3ccccc23)nc2cnc(OCc3ccccc3)nc21	1%	2%
Cc1c(C(=O)NN2CCOCC2)nn(-c2ccc(Cl)cc2Cl)c1-c1ccc(I)cc1	1%&-5%	-12%&-8%
CCC12C=C(/C=C/c3ccccc3)C(CC)(C1)C(c1ccccc1)CC2=O (configuration not stated)	-6%[10 µM]	-18%[10 µM]
COc1ccccc1-c1nccc(NCc2ccccc2)n1	-15%	22%
COc1cc(-c2ccc(N=Nc3ccc4c(S(=O)(=O)O)cc(S(=O)(=O)O)c(N)c4c3O)c(OC)c2)ccc1N=Nc1ccc2c(S(=O)(=O)O)cc(S(=O)(=O)O)c(N)c2c1O	?	?
CC(C)CCC[C@@H](C)[C@@H]1CC[C@H]2C3=CC=C4CC(O)CC[C@]4(C)[C@H]3CC[C@@]21C (some centres not stated)	?	-29%
COc1ccccc1CN1CCCC2(CCN(C(=O)c3cc(C(F)(F)F)cc(C(F)(F)F)c3)CC2)C1	-2%	5%
O=C1CC2(CCCC2)CC(=O)N1CCNC[C@H]1COc2ccccc2O1	-10%	13%
NC(=O)c1ncn([C@@H]2O[C@H](CO)[C@@H](O)[C@H]2O)c1N	2%	-11%
O=C(NCCN1CCCCC1)c1ccc(I)cc1	-1%	1%

Overlap with the part before: 2 compounds, then new ones.
SMILES	Gal4-VP16 FLuc	RORgamma inh
NC(=O)c1ncn([C@@H]2O[C@H](CO)[C@@H](O)[C@H]2O)c1N	2%	-11%
O=C(NCCN1CCCCC1)c1ccc(I)cc1	-1%	1%
CC(=O)Nc1ccc(SCC(c2ccccc2)N2CCN(CCc3ccccc3)CCC2=O)cc1 (configuration not stated)	8%	40%
N#Cc1cccc(-c2nc(N3CCNCC3)c3ccccc3n2)c1	-26%	-28%
O=c1[nH]ccc2c(S(=O)(=O)N3CCCNCC3)cccc12	1%&6%	3%&-9%
CC(C)C[C@@H](CC(=O)N[C@@H](CCC(=O)O)CC(=O)O)NC(=O)[C@@H]1CNCC[C@H]1NC(=O)C[C@H](CCCN)NC(=O)C[C@H](Cc1ccccc1)NC(=O)[C@@H]1CCCC[C@H]1N	-2%	-17%
CCCCC/C=C\C/C=C\C/C=C\CCCCC(=O)NCC(=O)O	5%	24%
C=CCN1CCc2c(cc(O)c(O)c2Cl)C(c2cccc(C)c2)C1 (configuration not stated)	0%	-36%
COC(=O)[C@@H]1CC[C@H](C)[C@@H](c2ccc(C)cc2)N1C(=O)c1ccc(/C=N\O[C@@H](C)c2cc(-c3c(C)cc(C)cc3C)no2)cc1	9%[10 µM]	17%[10 µM]
N#CCCn1c(=O)c(-c2cccs2)nc2cnc(Oc3ccccc3)nc21	9%	-1%
COc1ccc(C(=O)N2CCC[C@@]3(CCN(C)C3)C2)cc1	-4%	-17%
CN(C)c1ccc(-c2cncnc2NCc2cccnc2)cc1	-4%	-1%

Quoted from the listing.
`CC(=O)Nc1ccc(SCC(c2ccccc2)N2CCN(CCc3ccccc3)CCC2=O)cc1` (configuration not stated) in RORgamma inh → 40%
`CN(C)c1ccc(-c2cncnc2NCc2cccnc2)cc1` in RORgamma inh → -1%

Pulled by compound from the list above, two records:
SMILES	Gal4-VP16 FLuc	RORgamma inh
COC(=O)[C@@H]1CC[C@H](C)[C@@H](c2ccc(C)cc2)N1C(=O)c1ccc(/C=N\O[C@@H](C)c2cc(-c3c(C)cc(C)cc3C)no2)cc1	9%[10 µM]	17%[10 µM]
CC(C)C[C@@H](CC(=O)N[C@@H](CCC(=O)O)CC(=O)O)NC(=O)[C@@H]1CNCC[C@H]1NC(=O)C[C@H](CCCN)NC(=O)C[C@H](Cc1ccccc1)NC(=O)[C@@H]1CCCC[C@H]1N	-2%	-17%

Next records.
SMILES	Gal4-VP16 FLuc	RORgamma inh
Nc1cccc2c(=O)[nH]ccc12	-5%	1%
CCCCCCCCCCCCCCC(F)C(=O)O (configuration not stated)	-8%	10%
Nc1ncnc2c1[nH]c(=O)n2C1OC(CO)C(O)C1O (configuration not stated)	-10%	-1%
COc1ccc(/C=C/c2cc(O)cc(O[C@H]3OC(CO)C(O)C(O)C3O)c2)cc1 (some centres not stated)	-4%	-13%
C[C@@H]1O[C@@H](OC2O[C@@H](COc3cc(O)c4c(=O)cc(-c5ccc(O)cc5)oc4c3)[C@@H](O)[C@@H](O)[C@@H]2O)[C@H](O)[C@H](O)[C@H]1O (some centres not stated)	2%	5%
NCCOB(c1ccccc1)c1ccccc1	?	?
Cn1c(=O)c(-c2ccc(Cl)cc2)nc2cnc(Oc3cccc(Cl)c3)nc21	-8%	-2%
CCOC(=O)c1c(C)cc(O)c(C)c1O	-4%	-19%
C[C@@]12CCC3c4ccc(OS(=O)(=O)O)cc4CCC3C1CCC2O (some centres not stated)	-8%	0%
CN(C)C(=O)c1ccc(-c2cncnc2NCc2cccnc2)cc1	-19%	10%
CCCCCCCCCCCCCCCC(=O)OCC(COP(=O)(O)O)OC(=O)CCCCCCCCCCCCCCC (configuration not stated)	8%	-2%
O=c1cc(-c2cc(O)c(O)c([C@@H]3O[C@H](CO)[C@@H](O)[C@H](O)[C@H]3O)c2)oc2cc(O[C@@H]3O[C@H](CO)[C@@H](O)[C@H](O)[C@H]3O)cc(O)c12	-2%	-16%
CCC1CC=CC2C1C(=O)N(Cc1ccccc1)C2c1cccc([N+](=O)[O-])c1 (configuration not stated)	?	?
Cc1nc2cncnc2n(Cc2ccccc2)c1=O	-1%	-9%
COc1ccc2c(c1)OC[C@H]1c3cc4c(cc3O[C@@H]21)OCO4	11%	30%
O=CN1CCc2c([nH]c3ccccc23)C1c1cccc2cccnc12 (configuration not stated)	5%	-1%
CN(C)c1ncc2nc(-c3cc(F)cc(F)c3)c(=O)n(C)c2n1	-1%	-6%
N[C@@](C(=O)O)(c1ccc(P(=O)(O)O)cc1)C1CC1	-10%	2%
CC(=O)c1ccc(-c2c(C3C4C=CCCC4(C)C(=O)N3Cc3ccccc3)ccc3ccccc23)cc1 (configuration not stated)	3%	?
COc1ncc2nc(C)c(=O)n(-c3ccccc3)c2n1	-6%	-7%

Given with each value named: part of the list above.
N[C@@](C(=O)O)(c1ccc(P(=O)(O)O)cc1)C1CC1
- Gal4-VP16 FLuc: -10%
- RORgamma inh: 2%

CC(=O)c1ccc(-c2c(C3C4C=CCCC4(C)C(=O)N3Cc3ccccc3)ccc3ccccc23)cc1 (configuration not stated)
- Gal4-VP16 FLuc: 3%
- RORgamma inh: ?

The results go on.
SMILES	Gal4-VP16 FLuc	RORgamma inh
COc1ccc(SCC(c2ccccc2)N2CCN(CC(C)C)CCC2=O)cc1 (configuration not stated)	-4%	-13%
COC(=O)[C@H]1C[C@@H]1[C@H](NC(C)=O)c1ccccc1	0%	10%
CC(C)C[C@@H](CC(=O)N[C@@H](CCC(=O)O)CC(=O)O)NC(=O)[C@@H]1CNCC[C@H]1NC(=O)C[C@H](CCCN)NC(=O)C[C@H](CO)NC(=O)[C@@H]1CCCC[C@H]1N	-1%	3%
C=C(C)C(=O)/C=C/c1ccc(C(F)(F)F)cc1	5%	-25%
C=CCC(C)(O)/C=C/c1ccccc1 (configuration not stated)	8%	3%
COc1ccc2[nH]cc(CCNc3ncnc4ccc(-c5ccc(C(=O)N(C)C)cc5)cc34)c2c1	1%	18%
COc1ccc(NC(=O)N2CCCC3(CCN(S(C)(=O)=O)CC3)C2)cc1	-2%	-2%
COc1cc(O)c(C(=O)/C=C/c2ccc(OC)c(O)c2)c(OC)c1	?	?
CC(C)C[C@H](NC(=O)[C@H](CC(C)C)NC(=O)[C@H](CCC(N)=O)NC(=O)[C@H](CO)NC(=O)[C@@H]1CCCN1C(=O)[C@H](CO)NC(=O)[C@H](CO)NC(=O)[C@@H](NC(=O)[C@H](Cc1cnc[nH]1)NC(=O)[C@H](CCC(=O)O)NC(=O)[C@H](Cc1ccc(O)cc1)NC(=O)[C@H](CCCCN)NC(=O)[C@H](CCC(N)=O)NC(=O)[C@H](Cc1ccc(O)cc1)NC(=O)[C@H](CC(=O)O)NC(=O)[C@@H](NC(=O)[C@@H]1CCCN1C(=O)[C@H](CC(=O)O)NC(=O)[C@H](CC(N)=O)NC(=O)[C@H](CC(=O)O)NC(=O)CNC(=O)[C@H](CC(=O)O)NC(=O)[C@@H]1CCCN1C(=O)[C@H](CCC(N)=O)NC(=O)[C@H](Cc1ccc(O)cc1)NC(=O)[C@H](C)NC(=O)[C@H](Cc1c[nH]c2ccccc12)NC(=O)[C@H](Cc1ccccc1)NC(=O)[C@@H](NC(=O)[C@@H](N)CO)[C@@H](C)O)[C@@H](C)O)[C@@H](C)O)C(=O)N[C@@H](C)C(=O)N1CCC[C@H]1C(=O)NCC(=O)N[C@@H](CC(=O)O)C(=O)N[C@@H](Cc1ccc(O)cc1)C(=O)O	-9%	-2%
COc1cccc(-c2ccc3ncnc(NCc4ccccc4OC)c3c2)c1	?	?
CN(C)c1ncc2nc(CCc3ccccc3)c(=O)n(CCc3ccccc3)c2n1	16%	-38%
CN1CCN(c2nc(-c3ccc(N(C)C)cc3)nc3ccccc23)CC1	?	?
COc1ccc2c(c1)C(=O)[C@@H](OC(=O)NS(=O)(=O)c1ccc(F)cc1)[C@H](c1ccc(OC)c(Br)c1)O2	7%	-19%
c1ccc(-c2[nH]ncc2-c2ccnc3ccccc23)nc1	3.2µM*	2µM*
CO/N=C\[C@@H](OC)[C@H](C)/C=C\CC(=O)OC	-14%[10 µM]	-1%[10 µM]
CO[C@H]1COC(=O)[C@@H](OCc2ccccc2)/C=C\[C@H](C)[C@@H](OC)COC(=O)[C@H](OCc2ccccc2)/C=C\[C@@H]1C	3%[10 µM]	-5%[10 µM]
C[C@@H]1OC(OC2C(OC3CC[C@@]4(C)C5CC=C6C7CC(C)(C)CC[C@@]7(C(=O)O)CCC6(C)C5(C)CCC4[C@]3(C)CO)OCC(O)C2O)C(O)C(O)C1O (some centres not stated)	-28%	-34%
COc1cccc([C@H]2Oc3ccc(OC)cc3/C(=N\OC[C@@H](O)[C@@H]3O[C@@H]4OC(C)(C)O[C@@H]4[C@H]3O)[C@@H]2O)c1	29%[10 µM]	2%[10 µM]
COCO[C@H]([C@@H](C)C=C(Br)Br)[C@@H](C)COCc1ccc(OC)cc1	1%	3%
CC(C)CC(CSc1ccc(Br)cc1)N1CCN(CCc2ccccc2)CCC1=O (configuration not stated)	-12%	33%
COc1ccc(NC(=O)N2CCCC3(CCN(C(=O)c4csnn4)CC3)C2)cc1	10%	-6%
CC(=O)N1CCC2(CC1)CN(c1ccccn1)C2	7%	-6%
Cc1cc(=O)oc2cc(OC3C=CC(C#CC(C)(C)C)OC3CO)ccc12 (configuration not stated)	-1%[10 µM]	4%[10 µM]
CCCn1c(-c2ccc(F)cc2)nc2c(NCCCN3CCCCC3C)nc(C)nc21 (configuration not stated)	-12%	-28%
C[C@@H](c1ccccc1)N1C(=O)[C@H]2[C@H]3[C@H](O)[C@H](O)C/C(=N/OCc4ccccc4)[C@H]3CC[C@@H]2C1=O	0%[10 µM]	1%[10 µM]
CC[C@H](C)[C@H](NC(=O)[C@@H](NC(=O)[C@@H](CC(=O)NO)Cc1ccccc1)[C@@H](C)CC)C(=O)O	-10%	11%
Cc1ccc(F)c(C2C3C=CCC(c4ccccc4)C3C(=O)N2Cc2ccccc2)c1 (configuration not stated)	?	?
c1cc(OCC2CO2)cc(OCC2CO2)c1 (configuration not stated)	-1%	-17%
COC(=O)NC(CC(C)=O)c1ccccc1 (configuration not stated)	1%[10 µM]	-19%[10 µM]
COc1ccc2c(c1)O[C@@H](c1ccc3c(c1)OCO3)[C@H](OC(=O)N[C@H](C)C1CCCCC1)C2=O	-15%	10%
O=c1cc(-c2ccccc2)[nH]c2ccc(Cl)cc12	18%[96.6 µM]	-2%[96.6 µM]
CO[C@H]1COC(=O)[C@@H](CCSC)NC(=O)C/C=C\[C@@H](C)COC(=O)[C@@H](OCc2ccccc2)/C=C\[C@@H]1C	-7%[10 µM]	-10%[10 µM]
O=c1c(CCc2ccccc2)nc2cnc(Oc3ccccc3)nc2n1C[C@H]1CCCO1	-24%	-10%
O=c1c(-c2cc(F)cc(F)c2)nc2cncnc2n1Cc1ccc(F)cc1	2%	-2%
COCCn1c(=O)c(-c2ccccc2)nc2cnc(Oc3cccc(Cl)c3)nc21	-5%	27%
C=CCCCCCCCCCCCC(O)CC(O)COC(C)=O (configuration not stated)	9%	33%
